From PubChem BioAssay
EWS-Fli inh: EWS/Fli transcriptional activity inhibition | inhibition, % at 12.6 µM | A673 NR0B1-luciferase reporter, viability-normalised | hit rate 0.67% among 350,000;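 active means mean inhibition of at least 50% after viability correction, with every replicate also passing that limit; inconclusive means mean reaches 50% but only one of two replicates passes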;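 further: firefly luciferase signal divided by Alamar Blue viability fluorescence both relative to DMSO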
DENV2 CPE rescue: protects cells from dengue virus 2 cytopathic effect; AID 651640; CPE inhibition, % at 9.99 µM; DENV2-infected cells, cytopathic effect rescue, plate reader; hit rate 1.7% among 350,000; in the data active means CPE inhibition above about 20%, passing the limit was not always enough; inconclusive means no clear call, values can overlap the other calls; tested in BHK-21 cells;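 further: 0% = median of neutral control wells and 100% = median of positive control wells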
INS-1E GSIS act: GLuc luminescence reporter in INS-1E cells, primary screen for activators of glucose-dependent secretion of insulin | INS-1E GLuc reporter insulin secretion, 2-3 h | activation, % at 16.6 µM | hit rate 0.61% among 370,000 | AID 743287;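 active means lowest replicate activation of at least 40%, so every replicate reaches that level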;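 further: 0% = median of neutral control wells and 100% = median of IBMX positive control wells; some compounds called inactive have numbers as strong as hits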
FN deposition inh: fibronectin deposition inhibition; inhibition, % at 12.6 µM; hit rate 0.086% among 350,000; AID 743247; AH1F fibroblasts, Alexa488-fibronectin deposition fluorescence, overnight;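 active means mean inhibition across replicates of 30% or more, regardless of how many single replicates reach that level; inconclusive means mean under 30% yet at least half of replicates reach 30%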;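 further: positive control wells lacked labelled fibronectin entirely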
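Material – AH1F fibroblast monolayer, labelled fibronectin deposition · Reagent – labelled fibronectin 24 nM · Timing – 1 h adhesion, overnight exposure · Measured by – fluorescence at 485 nm excitation, 525 nm emission · Read-out – inhibition of fibronectin deposition signal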
PAX8 inh HTS: PAX8 transcriptional activity inhibition; hit rate 1.2% among 360,000; inhibition, % at 12.6 µM; RMG-I TPO-luciferase reporter, SteadyGlo, 24 h;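 active means mean replicate inhibition at least 60% with every replicate also reaching 60%; inconclusive means only one of the two criteria is met; inactive means mean below 60% and not all replicates reaching 60%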;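 further: luciferase light reporting Pax8 driven TPO promoter activity; plate controls were median of neutral control wells for no effect and mitoxantrone controls for full effect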
CFTR F508del cor: CFTR F508del correction in bronchial cells | hit rate 0.36% among 350,000 | CFBE cells, YFP halide quenching; stimulated with forskolin plus potentiator P3; % fluorescence drop versus neutral controls | AID 720511 | activity (quench increase), % at 7.58 µM;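 active means mean added fluorescence quench of at least 8% versus neutral control, with both replicates also reaching 8%; inconclusive means only one of the mean or replicate conditions met; inactive means mean below 8% and not both replicates reaching 8%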;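 further: cells transiently co-express mutant CFTR-F508del with the halide-sensitive YFP; corrector assay measuring rescue of mutant channel to the surface after 24 h compound exposure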
miR122 inh: miR-122 inhibition in Huh7 cells | hit rate 0.3% among 340,000 | activation (reporter increase), % at 12.5 µM | Huh7 miR-122 Renilla luciferase sensor, 48 h; neutral wells = 0, positive control = 100;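 active means mean replicate activation score at least 90 and every replicate individually at or above 90; inconclusive means only one of the two criteria met; inactive means neither criterion met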;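 further: higher luciferase means less miR-122 activity so hits act as miR-122 inhibitors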
Numbers without * were called inactive; ? = inconclusive; · = not tested or not shown; [ ] = dose if it differs, or a comment.

SMILES	EWS-Fli inh	DENV2 CPE rescue	INS-1E GSIS act	FN deposition inh	PAX8 inh HTS	CFTR F508del cor	miR122 inh
COC(=O)N/N=C/c1cccnc1	·	·	10	-1	1	·	-5
COc1ccc(NC(=O)N(C)C[C@H]2OCCCC[C@H](C)Oc3ccc(NC(=O)Nc4ccccc4)cc3C(=O)N([C@@H](C)CO)C[C@H]2C)cc1	-7	2	5	9	-20	1.4	0[16.7 µM]
Cc1[nH]c2ccc(C(=O)NCCCN3CCCCCC3)cc2c1C	0	-2	-15	7	17	1.3	·
Cc1c(OCC(=O)NCC(O)c2ccccc2)ccc2c3c(c(=O)oc12)CCC3 (stereo not drawn)	6	-6	19	0	11	-1.2	-6
O=C(Nc1ccccc1)OCC1CCCN2CCCCC12 (stereo not drawn)	·	·	-1	1	·	·	-10
O=C(O)c1cc(CN2CCOCC2)oc1-c1ccccc1	·	·	·	-11	2	·	-9
C[C@H](CO)N1C[C@H](C)[C@@H](CN(C)Cc2ccncc2)Oc2ccc(NC(=O)Cc3cn(C)c4ccccc34)cc2C1=O	·	-2	-9	·	25	0.8	9[16.7 µM]
CCOC(=O)N1C2C=CC(C2)N1C(=O)OCC	1	9	·	1	-8	·	-2
CC(CCN1CCC(n2nccc2NC(=O)c2ccccc2Cl)CC1)c1ccccc1 (stereo not drawn)	0	-5	·	2	·	0.7	-4
O=C(Cc1ccccn1)N1CC(=O)N2[C@@H](CO)[C@@H](c3ccc(C#CC4CCCC4)cc3)[C@@H]2C1	19	2	-5	1	10	-1.4	·
Cn1cc2ccc(N)cc2n1	4	0	-2	2	2	2.3	-1
C[C@@H]1CN([C@@H](C)CO)C(=O)c2cccc(NS(=O)(=O)c3cccs3)c2O[C@@H]1CN(C)C(=O)Nc1cccc2ccccc12	6	43*	-16	-7	·	-2.2	-9[16.7 µM]
CC1=NCC(C)c2ccccc21 (stereo not drawn)	-5	-5	-18	2	1	-2.9	-6
Cc1ccc(S(=O)(=O)N(C)C)cc1NC(=S)NCCc1ccccn1	13	-2	1	6	0	-1.0	·
O=C(c1ccncc1)N1C[C@H]2[C@@H](c3ccccc31)[C@@H](CO)N2Cc1ccc(F)cc1	12	11	2	·	29	4.9	17[16.7 µM]
C/C=C/c1ccc2c(c1)O[C@@H](CN(C)C(=O)Nc1cccc(F)c1)[C@@H](C)CN([C@@H](C)CO)S2(=O)=O	-16	1	-20	·	-7	-1.5	25[16.7 µM]
CCOC(=O)[C@H](C)N1[C@H](C)[C@H](c2ccccc2)Oc2ccc(Cl)cc2S1(=O)=O	14	3	-2	-6	10	-6.3	0
O=C(Cc1ccccn1)N1CC(=O)N2[C@H](C1)[C@H](c1ccc(-c3ccccc3)cc1)[C@@H]2CO	-6	?	-13	·	0	-0.3	·
COc1ccc(NS(=O)(=O)c2ccc(N3CCCCC3)c(N)c2)cc1	8	4	·	-6	12	-3.0	20
CC(C)N(C(=O)COC(=O)c1cccnc1Cl)c1ccccc1	8	-9	4	-14	-1	-2.5	3
COC1=C(Nc2ccc(OC)cc2)C(=O)C(OC)=C(Nc2ccc(OC)cc2)C1=O	-7	-1	-4	·	-14	-2.0	2
O=C(NCc1ccccc1Cl)c1ccc[nH]1	6	·	7	1	-7	-0.6	8
COc1ccc2c3c([nH]c2c1)[C@H](CO)N(Cc1ccc(F)cc1)CC31CN(C(C)=O)C1	-8	-2	29	·	·	0.4	·
C=CCC[C@H](Cc1ccc(F)cc1)C(=O)OC[C@H](Cc1c[nH]c2ccccc12)NC(=O)[C@@H](CC=C)CC(=O)N(CCO)Cc1ccccc1	5	·	·	8	29	7.9	-8
COc1cccc(N2CCN(C(=O)c3cccc(N4C(=O)NC5CC4(C)Oc4c(OC)cccc45)c3)CC2)c1 (stereo not drawn)	·	-3	-7	-13	-1	3.6	-2

Records above shown as hits in DENV2 CPE rescue:
SMILES | DENV2 CPE rescue | INS-1E GSIS act | CFTR F508del cor | miR122 inh
C[C@@H]1CN([C@@H](C)CO)C(=O)c2cccc(NS(=O)(=O)c3cccs3)c2O[C@@H]1CN(C)C(=O)Nc1cccc2ccccc12 | 43* | -16 | -2.2 | -9[16.7 µM]

The list goes on.
SMILES	EWS-Fli inh	DENV2 CPE rescue	INS-1E GSIS act	FN deposition inh	PAX8 inh HTS	CFTR F508del cor	miR122 inh
Cc1ccc(N(C)C(=O)N2CCN(S(=O)(=O)c3ccc(C)c(C)c3)CC2)cc1	·	·	-24	-9	·	·	11
COc1ccc([N+](=O)[O-])cc1NC(=O)C1(c2ccccc2)CCOCC1	2	-4	5	-9	9	-0.3	-4
COc1cc(C#N)ccc1OC(=O)c1cccc(S(=O)(=O)N2CCN(C)CC2)c1	-3	?	21	-2	0	-1.2	·
CCn1cnc2c([N+](=O)[O-])c(NS(=O)(=O)c3ccc(C)cc3)ccc21	20	0	15	4	10	4.7	-4
CN(c1ccccc1)S(=O)(=O)c1cccc(C(=O)NCCCN2CCCC2=O)c1	2	-5	-3	3	-2	-0.3	-7
Cc1ccc(C(=O)NCc2ccccc2)cc1Br	·	·	-7	-6	-38	·	0
COc1cccc(/C=N/NC(=O)CN(C)S(=O)(=O)c2ccccc2)c1OC	-47	2	-2	12	-90	-4.0	·
CC(=O)C1=NOC(CNc2ncc(C(F)(F)F)cc2Cl)C1 (stereo not drawn)	-35	-2	4	1	-3	-0.4	-4
O=C1NN(c2ccccc2)C(=O)/C1=C/c1cccs1	-3	-5	6	13	9	-2.4	·
O=C(CNC(=O)c1ccco1)Nc1ccc(F)c(Cl)c1	-1	1	12	0	3	0.8	5
C=CCSc1nnc(-c2ccccc2NC(C)=O)c(=O)[nH]1	·	·	0	17	·	·	-3
CC(NS(=O)(=O)c1ccc(Cl)cc1)C(=O)NCCC1=CCCCC1 (stereo not drawn)	-1	4	-10	-2	6	-1.4	-6
COc1ccccc1CCC(=O)OCC(=O)NCc1ccc(OC)c(OC)c1	10	-9	13	5	33	-2.9	·
CCOc1c(CNCCNC(=O)c2nonc2N)cccc1OC	-2	-2	10	·	·	-0.7	·
C[C@H](CO)N1C[C@H](C)[C@@H](CN(C)C(=O)Nc2ccc(F)cc2)OCc2ccccc2-c2ccccc2C1=O	1	9	-4	-4	-100	1.2	·
Cc1cc2cc(CCNC(=O)c3ccc(S(=O)(=O)N4CCCC4)cc3)c(=O)[nH]c2cc1C	2	12	-35	9	16	-1.8	·
C[C@H]1CN([C@@H](C)CO)C(=O)c2cccc(NC(=O)Nc3cccc4ccccc34)c2O[C@@H]1CN(C)S(=O)(=O)c1ccc(F)cc1	-7	6	-13	·	·	3.9	-9[16.7 µM]
c1ccc(-n2cnc3cc(NCc4ccccn4)ccc32)cc1	-48	10	12	·	·	-3.1	-2
Cc1cc(NC(=O)c2oc3ccccc3c2C)ccc1-n1cnnn1	-310	-1	5	·	·	3.3	-1
O=C(NC1CCCCC1)c1ccc(CNc2ccccc2)o1	·	·	-5	-10	4	·	-8
c1cc(CCCc2ccncc2)ccn1	-3	9	13	-1	3	1.7	-6
CCN(CC1CCCN(CCc2cccc(OC)c2)C1)C(=O)c1ccoc1C (stereo not drawn)	5	-4	-5	3	-2	-0.6	1
CCCCN(C)C(=O)Cn1c(=O)oc2cc(S(=O)(=O)N3CC(C)CC(C)C3)ccc21 (stereo not drawn)	6	3	-9	2	11	-1.5	-4
O=C(Nc1cccc(F)c1)c1cccnc1NCCc1ccccc1	·	·	-26	0	0	·	·
CNC(=O)c1[nH]cnc1C(=O)N[C@@H](CCCCNC(=O)OC(C)(C)C)C(=O)OC(C)(C)C	-5	-3	-25	3	-17	-2.8	·

(listing goes on)
SMILES	EWS-Fli inh	DENV2 CPE rescue	INS-1E GSIS act	FN deposition inh	PAX8 inh HTS	CFTR F508del cor	miR122 inh
Cc1nnc(NC(=O)CSc2ncn(-c3ccccc3)n2)s1	9	11	-2	2	-10	-0.6	·
CCc1ccc(NC(=O)COC(=O)c2ccc(Cl)c(S(=O)(=O)N3CCCCCC3)c2)cc1	·	·	-25	-1	-7	·	·
COc1ccc(Cl)cc1NC(=O)CSc1nnc(Cn2c(=O)sc3ccccc32)n1C	2	-3	4	4	13	0.7	-2
O=C(COC(=O)c1ccccc1OCc1ccc(F)cc1)NCC1CCCO1 (stereo not drawn)	-7	0	48	-8	-4	-1.4	12
Cc1ccc(-c2cnc3c(c2)C(=O)N([C@H](C)CO)C[C@@H](C)[C@@H](CN(C)C(=O)c2ccncc2)O3)cc1	-11	?	6	-33	-4	-3.6	-1[16.7 µM]
Cc1ccc2c(CN3CCN(S(=O)(=O)c4ccccc4C(F)(F)F)CC3)cc(=O)oc2c1C	5	12	-20	-3	28	1.9	-1
O=C(O)CN1C(=O)/C(=C\c2ccccc2OCc2ccc(Cl)cc2)SC1=S	-3	-1	43	·	-8	-2.9	·
CC(=O)Nc1ccc(C(=O)N/N=C(\C)CC(=O)Nc2ccc(OCc3ccccc3)cc2)cc1	·	·	-1	-1	-15	·	5
CO[C@@H](CN(C)C(=O)C1CCOCC1)[C@H](C)CN(C(=O)Nc1ccc(F)cc1)[C@@H](C)CO	-12	-4	3	-18	·	-2.9	·
C[C@@H](NC(=O)C[C@H]1C=C[C@H](NS(=O)(=O)c2cccc(F)c2)[C@@H](CO)O1)c1ccccc1	12	-3	1	10	-29	0.3	-6[16.7 µM]
CC1(C(=O)O)COC(c2ccc(Cl)cc2)OC1 (stereo not drawn)	-6	-3	18	-10	13	-2.7	-1
O=S(=O)(NC1c2cccc3cccc(c23)C1N1CCNCC1)c1ccc(Cl)cc1 (stereo not drawn)	22	2	-4	-9	-6	0.2	·
COc1ccccc1C(=O)Nc1cccc2c1CCCC2	2	-2	-7	-3	0	1.4	-1
COC(=O)c1ccc2nc(-c3ccc(F)cc3)c(Cc3cccc(F)c3)n2c1	6	?	-3	-1	0	3.3	·
CC(C)NC(=O)N(C)C[C@H]1OCCCC[C@@H](C)Oc2ccc(NC(=O)Nc3ccccc3)cc2C(=O)N([C@H](C)CO)C[C@@H]1C	·	-3	14	-4	3	-0.9	0[16.7 µM]
C[C@H]1CN([C@@H](C)CO)C(=O)Cc2cc(NC(=O)Nc3ccc4c(c3)OCO4)ccc2O[C@@H]1CN(C)S(=O)(=O)c1cn(C)cn1	-2	·	16	·	11	0.8	-3[16.7 µM]
CCOC(=O)c1c2ccc(OCC(=O)NN)cc2n2ccccc12	14	2	11	4	9	1.6	·
Cn1nc([N+](=O)[O-])nc1S(C)(=O)=O	37	4	2	4	?	-11	2
COc1cccc(S(=O)(=O)N(C)C[C@@H]2Oc3ncc(C#Cc4cccc(F)c4)cc3C(=O)N([C@H](C)CO)C[C@@H]2C)c1	31	12	-43	15	12	-0.5	-12[16.7 µM]
COc1ccc(Cc2nnc3n2N=C(c2cc4ccccc4o2)CS3)cc1OC	·	·	·	4	25	·	7
C=CCSc1nc2c(cnn2-c2ccc(C)c(C)c2)c(=O)[nH]1	0	1	·	-1	-15	0.3	1
CC(C)N(Cc1nccn1C)C(=O)c1ccc(OC2CCN(C(=O)C3CC3)CC2)cc1	-5	1	15	-2	-13	-2.2	-3
CO[C@@H]1CN(C)C(=O)c2ccc(NC(=O)C3CCCC3)cc2OC[C@H](C)NC[C@@H]1C	1	-6	13	-17	-1	-0.2	-2[16.7 µM]
CC(=O)c1ccc(Nc2cc(C)nc3nc(C)nn23)cc1	1	6	12	-7	4	0.8	1
COC(=O)c1cc(S(=O)(=O)NCc2cc(OC)c(OC)c(OC)c2)cn1C	·	-4	24	-2	-6	-2.4	0
O=C(CNC(=O)c1ccc(Cl)cc1)OCC(=O)c1ccc2c(c1)OCCO2	·	·	1	7	-6	·	-8
